Screening results deposited in PubChem BioAssay by National Center for Advancing Translational Sciences (NCATS).
GPT2 inhibitor: Primary qHTS assay for inhibitors of Glutamate pyruvate transaminase 2 (GPT2); Recombinant GPT2, coupled pyruvate oxidase/HRP Amplex Red fluorescence; Potency, µM (series often up to 57.7 µM), inactives show at the top dose activity change, negative = inhibition, usual class: inhibitors; 100,000 compounds, 0.25% hits; AID 1671188, 2021; further: potency means the concentration at half of the fitted maximal effect; nearly all actives have a fitted effect of over 60% in size; many of its hits are not listed in these tables
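Recombinant GPT2 (10ng/uL) with 250uM a-KG and 2mM L-alanine, 30 min at room temperature, in HEPES pH 7.5 buffer. Pyruvate detected by pyruvate oxidase/HRP/Amplex Red fluorescence after 30 min in the dark; AOA (50uM) as positive control.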
NIH3T3 tox: Cytotoxic Profiling in NIH 3T3 Cell Line of Diverse Libraries Using Quantitative High-Throughput Screening; Potency, µM (series often up to 96.7 µM), for inactives: at the top dose activity change, negative = cytotoxicity, hits mostly inhibitors; 94,000 compounds, 4.3% hits; AID 1345082, 2018; NIH 3T3 viability, CellTiter-Glo ATP luminescence, 48-72 h; further: potency means the concentration at half of the fitted maximal effect; nearly all actives have a fitted effect of over 55% in size
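NIH 3T3 cells at 400 cells/well received 23 nL of compound by pintool and were incubated 48 or 72 h at 37 °C. Viability was read as ATP-coupled CellTiter-Glo luminescence.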
HEK293 viab: GF-AFC viability counterscreen for inhibitors of alpha-synuclein gene (SNCA) expression | HEK-293-SNCA-luc viability, GF-AFC fluorescence, 24 h | Potency, µM (top dose mostly 57.1 µM), without a hit: top-dose activity change, negative = cytotoxicity, hits mostly cytotoxic | 150,000 compounds, 0.12% hits | AID 1671193, 2021;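 further: potency means the concentration at half of the fitted maximal effect; 0% = DMSO-treated cells and -100% = medium-only wells without cells; nearly all actives have a fitted effect of over 30% in size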
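Cytotoxicity counterscreen: after 24 h compound treatment of genome-edited SNCA-luciferase HEK-293 cells, live-cell protease substrate GF-AFC read by fluorescence after 30 min; activity scaled between DMSO (0%) and medium-only (-100%), curves Hill-fitted.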
HEK293 tox: Cytotoxic Profiling in HEK 293 Cell Line of Diverse Libraries Using Quantitative High-Throughput Screening; HEK 293 viability, ATP luminescence (CellTiter-Glo), 48-72 h; 94,000 compounds, 6.6% hits; Potency, µM (top dose mostly 115 µM), for the others: at the highest dose activity change, negative = cytotoxicity, usual class: inhibitors; further: potency means the concentration at half of the fitted maximal effect; nearly all actives have a fitted effect of over 60% in size
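ATP-coupled CellTiter-Glo luminescence served as viability read-out, recorded 10 min after reagent addition at room temperature. HEK 293 cells, 250 cells/well, had been incubated with pintool-transferred compound for 48 or 72 hr at 37 degree Celsius.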
Luciferase inh: Firefly luciferase inhibition profiling of diverse chemical library using quantitative high-throughput screening | purified P. pyralis luciferase, luminescence, biochemical | 76,000 compounds, 2.5% hits | Potency, µM (top dose mostly 115 µM), inactives show at the top dose activity change, negative = inhibition, hits mostly inhibitors | Luciferin 4-monooxygenase (Photinus pyralis), P08659; further: potency means the concentration at half of the fitted maximal effect; nearly all actives have a fitted effect of over 65% in size
Target sequence (P08659 whole entry, looked up): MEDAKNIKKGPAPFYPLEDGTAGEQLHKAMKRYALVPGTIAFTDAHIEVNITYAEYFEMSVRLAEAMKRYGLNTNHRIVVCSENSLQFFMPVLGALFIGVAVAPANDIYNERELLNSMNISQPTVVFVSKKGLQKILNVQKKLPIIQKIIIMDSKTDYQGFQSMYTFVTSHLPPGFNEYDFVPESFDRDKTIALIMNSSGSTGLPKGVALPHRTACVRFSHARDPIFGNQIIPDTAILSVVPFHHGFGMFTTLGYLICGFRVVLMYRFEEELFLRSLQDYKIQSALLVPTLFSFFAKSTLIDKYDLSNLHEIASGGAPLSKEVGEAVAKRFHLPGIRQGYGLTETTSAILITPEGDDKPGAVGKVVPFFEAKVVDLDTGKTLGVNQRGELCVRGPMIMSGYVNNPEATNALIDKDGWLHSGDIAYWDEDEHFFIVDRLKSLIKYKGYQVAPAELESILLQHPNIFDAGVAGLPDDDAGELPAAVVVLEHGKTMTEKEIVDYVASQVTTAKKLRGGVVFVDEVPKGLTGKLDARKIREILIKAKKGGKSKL
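Cell-free enzyme assay, 10nM P. pyralis luciferase, luciferin and ATP each at 10uM. Inhibition profiled over a 6-point titration, read as luminescence.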
IP6K1 inh: Primary qHTS assay for small molecule inhibitors of Inositol hexaphosphate kinase 1 (IP6K1) | Inositol hexakisphosphate kinase 1 (Homo sapiens), Q92551 | activity change, % (series mostly up to about 58 µM) | IP6K1 kinase, ADP-Glo luminescence, 2 h; hits give low values | AID 1645851, 2021 | 140,000 compounds, 0.81% hits; in the data active means activity change below about -25%
Target sequence (Q92551 whole entry, looked up): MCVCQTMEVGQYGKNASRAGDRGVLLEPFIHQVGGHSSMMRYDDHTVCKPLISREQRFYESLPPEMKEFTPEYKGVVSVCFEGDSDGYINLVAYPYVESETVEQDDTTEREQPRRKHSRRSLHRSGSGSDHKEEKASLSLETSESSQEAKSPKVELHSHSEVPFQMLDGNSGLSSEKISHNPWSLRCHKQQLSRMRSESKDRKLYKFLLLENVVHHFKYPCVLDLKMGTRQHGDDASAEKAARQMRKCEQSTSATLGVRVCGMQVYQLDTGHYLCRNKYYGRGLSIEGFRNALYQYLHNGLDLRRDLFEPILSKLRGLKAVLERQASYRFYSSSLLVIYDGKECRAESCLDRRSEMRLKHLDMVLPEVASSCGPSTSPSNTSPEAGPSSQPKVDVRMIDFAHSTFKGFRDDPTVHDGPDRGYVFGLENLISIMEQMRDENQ
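ADP-Glo luminescence measures ADP made by human IP6K1 during a 2 h RT reaction with ATP/IP6 (mix at 1.3 mM/130 uM); top library doses 57.5 and 19.1 uM final.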
SNCA expr inh: Primary qHTS assay for inhibitors of alpha-synuclein gene (SNCA) expression; 140,000 compounds, 0.17% hits; Potency, µM (top dose mostly 57.2 µM), for the others: at the highest dose activity change, negative = inhibition, actives largely listed as inhibitors; HEK-293 SNCA-luciferase knock-in, luminescence, 24 h; AID 1671194, 2021;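 further: potency means the concentration at half of the fitted maximal effect; plate controls were DMSO cells for no effect and cell-free wells for full effect; nearly all actives have a fitted effect of over 45% in size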
The depositor's hits bear a star; i = inactive; ? = inconclusive; · = no result given; & = joins results of further samples; [ ] = dose if it differs, or a comment. Unless noted, the call rests on the fitted dose curve; in most records, active means well fitted curve in the direction sought with a large enough effect; inconclusive means small, poorly fitted or top-dose-only effect, or another doubt; inactive means no such curve, though single readings can be large; an effect the other way counts as inactive or inconclusive. Unless noted, on the % scale 0 is the no-effect control and ±100 the full control effect.

SMILES | GPT2 inhibitor | NIH3T3 tox | HEK293 viab | HEK293 tox | Luciferase inh | IP6K1 inh | SNCA expr inh
COc1ccc(N2C(=O)C3(CCCCC3)C2C(=O)NCCc2ccncc2)cc1 (configuration not stated) | -2% | -10% | ? | -27% | -8% | -8 | -3%
COC(=O)c1cc(CN2CCCC(O)(CN(C)C)C2)ccc1O (configuration not stated) | -1% | 1% | 9% | i | 1% | 21 | -7%
Cc1ccc(C(=O)Nc2ccccc2)cc1S(=O)(=O)Nc1ccc(Br)cc1 | · | · | -4% | · | · | -3 | ?
CCOc1ccccc1N1CC(c2nc3ccccc3n2CCOc2ccc(C(C)(C)C)cc2)CC1=O (configuration not stated) | · | · | 0% | · | · | -6 | 1%
CN(C)C(=O)c1ccc(OC2CCN(C(=O)c3ccc(F)cc3)CC2)nc1 | i | -24% | 6% | -26% | 5% | 28 | -8%
COc1ccc(CN2C=C(C(=O)OCc3noc(C4CCCC4)n3)C(C)=NS2(=O)=O)cc1 | i | ? | 2% | ? | ? | -2 | 2%
COCC(=O)Nc1ccc([C@H]2OCC(=O)N(Cc3scnc3C)[C@@H]2CO)cc1 | -11%[88.5 µM] | -17%[174 µM] | 0%[87.6 µM] | -4%[172 µM] | -6%[172 µM] | -1 | 18%[87.6 µM]
O=C(CC1CCCN(c2cn[nH]c(=O)c2)C1)NCc1cc(F)cc(F)c1 (configuration not stated) | i | i | -12% | 19% | 7% | 8 | -22%
CN(Cc1ccco1)C(=O)c1ccc(-c2ccc(N3CCCCCC3)nc2)cc1 | i | ? | -7% | 40µM* | ? | -6 | 31%[activator]
CC(C)(C)C(=O)NCCc1nc2ccccc2n1CCCCOc1ccccc1 | · | · | -14% | · | · | 1 | -3%
Cc1nc(-c2ccccc2)n(Cc2cccc(C(F)(F)F)c2)c(=O)c1CCO | -27% | ? | -2% | 50µM* | 4% | 0 | 3%
CCOc1ccc(NC(=O)CC2C(=O)N(c3ccc(OC)cc3)C(=O)N2C2CCCCC2)cc1 (configuration not stated) | · | · | -14% | · | · | 3 | 14%
CC(C)c1nc(CN(C)C(=O)C2CCC(=O)N(C3CCCC3)C2)cs1 (configuration not stated) | i | -25% | 2% | -6% | -5% | 25 | 5%
COCCNC(=O)[C@@H]1C[C@H](Oc2cccnc2)CN1C(=O)COc1ccccc1 | -3% | -9% | -19% | 3% | -1% | 0 | ?
Cc1ccc(C)c(N2CCN(C(=O)C3CCCN(S(=O)(=O)c4cccc5nonc45)C3)CC2)c1 (configuration not stated) | · | · | 15% | · | · | -11 | -7%
CC(C)(N)CN1CCOCC1 | i | i | 1%[183 µM] | i | · | 0 | 9%[183 µM]
CCc1csc(CNC(=O)c2ccc(OCC3(C)CCCNC3)nc2)n1 (configuration not stated) | -4% | 0% | 5% | 3% | ? | 2 | 11%
O=C(c1cccc(Cl)c1)N1CCCC(c2nn(-c3cccc(Cl)c3)c(=O)[nH]2)C1 (configuration not stated) | i | ? | 4% | ? | 1% | 13 | 3%
COc1ccc(C(=O)N[C@@H]2CCC[C@@H]2C(=O)N2CCN(C(C)C)CC2)cn1 | i | -6% | -8% | -1% | 7% | 4 | -5%
COc1ccc(C(=O)N2CC(C(=O)NC3CCCCC3)C3(CCOCC3)C2)cc1 (configuration not stated) | i | -7% | -15% | 0% | 4% | -1 | -4%

One compound at a time, as listed above. Values in the order: GPT2 inhibitor | NIH3T3 tox | HEK293 viab | HEK293 tox | Luciferase inh | IP6K1 inh | SNCA expr inh
CC(C)(C)C(=O)NCCc1nc2ccccc2n1CCCCOc1ccccc1 as listed: · | · | -14% | · | · | 1 | -3%
COc1ccc(C(=O)N[C@@H]2CCC[C@@H]2C(=O)N2CCN(C(C)C)CC2)cn1 as listed: i | -6% | -8% | -1% | 7% | 4 | -5%
Cc1ccc(C(=O)Nc2ccccc2)cc1S(=O)(=O)Nc1ccc(Br)cc1 as listed: · | · | -4% | · | · | -3 | ?
COCC(=O)Nc1ccc([C@H]2OCC(=O)N(Cc3scnc3C)[C@@H]2CO)cc1 as listed: -11%[88.5 µM] | -17%[174 µM] | 0%[87.6 µM] | -4%[172 µM] | -6%[172 µM] | -1 | 18%[87.6 µM]
Cc1nc(-c2ccccc2)n(Cc2cccc(C(F)(F)F)c2)c(=O)c1CCO as listed: -27% | ? | -2% | 50µM* | 4% | 0 | 3%

The listing continues.
SMILES | GPT2 inhibitor | NIH3T3 tox | HEK293 viab | HEK293 tox | Luciferase inh | IP6K1 inh | SNCA expr inh
COc1cc2c(cc1NS(C)(=O)=O)C(c1cccc3nsnc13)CC(=O)N2 (configuration not stated) | -3% | ? | -20% | 5% | -6% | -9 | -4%
O=C(Cn1c(=O)c2sccc2n(CC(=O)Nc2ccc(Cl)cc2Cl)c1=O)NCCc1ccccc1 | · | · | 18% | · | · | 41 | 4%
COc1ccc(CC(=O)NC2CCN(Cc3cccc(-c4cccs4)c3)CC2)cc1 | 2% | -32%&-8% | -4%[12.5 µM] | -31%&3% | · | 21&-1 | -2%&-7%
CC(=O)Nc1ccc(S(=O)(=O)N[C@H]2C[C@@H](c3nc(C)no3)N(C)C2)cc1 | 1%[88.5 µM] | 4%[174 µM] | 0%[87.6 µM] | -3%[172 µM] | 0%[172 µM] | 0 | -28%[87.6 µM]
Cc1ccccc1Cn1c(-c2cccs2)nc2ccccc21 | · | · | -4% | · | · | -2 | 8%
COCCC1(NC(=O)C2CC2)CCN(C(=O)C2CC2)CC1 | -10% | -3% | 3% | -1% | -8% | -12 | -6%
Cc1ccc(CN2CCc3nc(N4CCOCC4)[nH]c(=O)c3CC2)cc1C | -3% | -11% | 1% | 3% | 5% | 11 | 15%
O=C1OCC2(CCN([S+](=O)([O-])c3ccccc3F)C2)N1CCN1CCOCC1 (configuration not stated) | ? | ? | 1%[87.6 µM] | 0%[172 µM] | -10%[172 µM] | -2 | -5%[87.6 µM]
COc1ccc(C2CC(=O)c3cnc4c(-c5ccccc5)c(C)nn4c3C2)cc1OC (configuration not stated) | · | · | -18% | · | · | 8 | -30%
C=CCN(Cc1ccccc1OC)C(=O)c1cnc2ccccn12 | i[11.5 µM] | ? | -8% | ? | 10% | -8 | 12%
COc1ccccc1-c1cccc(CN2CCC(NC(=O)N(C)C)CC2)c1 | i | ? | 10% | 79µM* | · | 14 | -12%
COc1ccc(-c2ccccc2)cc1N1C(=O)[C@@H]2C[C@H]1CN2C(=O)[C@H](N)C(C)C | 1% | ? | -1% | -31% | 0% | 2 | 14%
Cc1cccc(OCCc2noc(C3CCN(C(=O)NCc4ccccc4)C3)n2)c1 (configuration not stated) | 2% | ? | -5%[12.5 µM] | ? | 5% | 24 | 6%
CC(C)C(=O)NCC(c1ccc2c(c1)OCO2)N1CCN(c2ccccc2F)CC1 (configuration not stated) | · | · | -4% | · | · | -9 | 22%
CCOCCc1nn2c(=O)cc(COC(=O)Cc3ccccc3)nc2s1 | · | · | -9% | · | · | -9 | 13%
CCCCC(=O)Nc1cc(C)c(O)c(-c2nc3ncccc3o2)c1 | · | · | -1% | · | · | 7 | ?
CC(C)C1=CCC(C)(O)C(OC2OC(CO)C(O)C(O)C2O)C1 (configuration not stated) | i | · | -11% | · | · | 2 | ·
CS(=O)(=O)N1CCCN(C(=O)C2CC2)c2ccccc21 | 4% | -3% | 8% | -16% | 4% | -5 | -3%
COc1ccc(CN2CCOC[C@H]2c2ncc(C(C)(C)C)[nH]2)cc1 | -7%[88.5 µM] | -15%[138 µM] | -9%[87.6 µM] | -30%[172 µM] | 12%[172 µM] | -1 | -26%[87.6 µM]
CNC(=O)c1cccc(-c2ccccc2COc2ccc(CCOC)cc2)n1 | ? | -13% | 10% | ? | 10µM* | 24 | 47%[activator]
CCOC(=O)c1c(NC(=O)C2c3ccccc3Oc3ccccc32)sc(C)c1C | · | · | -6% | · | · | -8 | 7%
CN(C)c1ccc(C(=O)N2CCC3(CC2)NC(=O)N(c2cccc(F)c2)N3)cc1 | ? | -27% | -10% | ? | 7% | 9 | -13%
Cn1cnc(C(=O)NCC(=O)N2CCCCCNC(=O)CC2c2ccccc2)c1 (configuration not stated) | 4% | i | 5% | i | 5% | -11 | 8%
CCN1CCN(CCN2CC3(CCN(C(=O)[C@H](C)NC)CC3)OC2=O)CC1 | 3% | 0% | -11% | -3% | -10% | 27 | -10%
CCc1cccc(C)c1NC(=O)CCS(=O)(=O)c1cc(Br)cc2c1N(C(=O)C1CC1)CC2 | · | · | 1% | · | · | 4 | 10%
COc1ccc(CCN2C(=O)N(c3ccc(F)cc3)C(=O)C2CC(=O)Nc2ccc(F)c(F)c2)cc1 (configuration not stated) | · | · | -14% | · | · | 2 | -16%
CNc1ncccc1C(=O)N[C@@H]1COCC[C@@H]1OCc1ccccc1 | 1%[11.5 µM] | i | 5% | i | 6% | 5 | 4%
CCN(CC)CCCNC(=O)c1ccc2c(c1)sc1nc(-c3ccc(C)cc3)cn12 | · | · | ? | · | · | 25 | ?
CCOc1cccc2sc(NC(=O)CS(=O)(=O)c3ccc(C)cc3)nc12 | · | · | 20% | · | · | 8 | -13%
Cc1ncc2n1C(=O)N(C1CCN(Cc3ccccc3F)CC1)C2 | ? | -24%&-30%[138 µM] | -7%&-12%[87.6 µM] | ? | 2%&2%[172 µM] | -1&15 | ?
O=c1cc(N2CCOCC2)oc2c(NCc3ccc(F)cc3)nccc12 | -24%[88.5 µM] | 25µM* | -10%[87.6 µM] | ? | -25%[172 µM] | -2 | -6%[87.6 µM]
COc1ccc(OCc2nc(-c3ccc(OC)c(OC)c3)no2)cc1 | · | · | -2% | · | · | 20 | 15%
Cc1cn2nnc(C(=O)NC3CCC(C)CC3)c2c(=O)[nH]1 (configuration not stated) | 0% | -27% | -1% | -16% | -18% | -17 | 1%
Cc1cnc(C(=O)N[C@@H]2CCC[C@@H]2C(=O)N(C)C)cn1 | -12% | -6% | 3% | -15% | 1% | 23 | 15%
COc1ccc(-c2nc3cc(C)ccn3c2NC(=O)c2ccc(C)c(C)c2)cc1 | · | · | ? | · | · | -14 | 23%
CCN1CCN(c2c(S(=O)(=O)c3ccc(Cl)cc3)cnc3ccccc23)CC1 | · | · | 4% | · | · | -14 | -9%
O=C(c1ccc(F)cc1)N1CCC2(CC1)COc1ccccc1[S+](=O)([O-])N2 | i | ? | -1% | -35% | · | 16 | -12%
COc1ccc(-n2cccn2)c(CN2CC[C@H](CO)[C@H](O)C2)c1 | 0% | -5% | -5% | -25% | -12% | 5 | 6%
